# Screens (PubChem BioAssay)
# PKA-R2B activ = PKA-R2B complex activation. P22694+P31323. PKA-R2B holoenzyme dissociation, Cy5-IP20 fluorescence polarization; R2B truncated from residue 108, S112A mutant; 0% DMSO only, 100% 113 µM cGMP. activation, % at 11.4 µM. hit rate 0.079% among 340,000;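 active = activation above a cutoff set at the mean over all compounds plus 3 SD, cut at about 18% in these data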;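 also: higher means more holoenzyme dissociation and a rise in polarization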
# Tat export inh = blocks Tat-dependent protein export in E. coli | E. coli MC4100 TorA-mCherry Tat export, fluorescence | inhibition, % at 10 µM | hit rate 0.036% among 340,000 | AID 488895;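 active = mean replicate inhibition at least 50% and at least half of replicates individually reaching 50%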;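 also: exported cargo escapes ClpAP degradation while cytoplasmic cargo is degraded and loses fluorescence; 0% = median of neutral control wells and 100% = median of NaSCN control wells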
# AddAB inh = less growth of phage-infected E. coli with AddAB | E. coli expressing H. pylori AddAB, absorbance growth | inhibition, % at 11.9 µM | hit rate 0.29% among 330,000 | AID 435030; in the data active = inhibition above about 12%;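 also: 0% = vehicle wells of infected cells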
# MOR-DOR inv ag = inverse agonists of human mu-delta opioid receptor heterodimerization | inhibition, % at 9.3 µM | cell-based MOR-DOR heterodimer luminescence, inverse agonism | hit rate 0.21% among 340,000 | P35372+P41143; in the data active = inhibition above about 22%, passing the limit was not always enough;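 also: 0% = cells with DMSO and 100% = wells without cells with DMSO; values of inactives mirror those of a sister screen read the other way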
# Target sequence (P35372 whole entry, looked up): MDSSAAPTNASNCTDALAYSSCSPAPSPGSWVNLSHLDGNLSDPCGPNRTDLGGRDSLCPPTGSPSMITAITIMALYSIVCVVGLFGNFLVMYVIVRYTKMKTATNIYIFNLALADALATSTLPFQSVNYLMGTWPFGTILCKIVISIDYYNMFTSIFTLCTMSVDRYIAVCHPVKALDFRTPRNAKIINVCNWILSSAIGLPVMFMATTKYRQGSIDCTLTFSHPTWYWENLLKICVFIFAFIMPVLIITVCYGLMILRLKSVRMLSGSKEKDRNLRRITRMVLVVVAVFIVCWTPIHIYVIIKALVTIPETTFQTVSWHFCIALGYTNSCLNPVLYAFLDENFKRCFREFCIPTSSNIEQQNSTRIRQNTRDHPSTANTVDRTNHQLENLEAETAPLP
# Target sequence (P41143 whole entry, looked up): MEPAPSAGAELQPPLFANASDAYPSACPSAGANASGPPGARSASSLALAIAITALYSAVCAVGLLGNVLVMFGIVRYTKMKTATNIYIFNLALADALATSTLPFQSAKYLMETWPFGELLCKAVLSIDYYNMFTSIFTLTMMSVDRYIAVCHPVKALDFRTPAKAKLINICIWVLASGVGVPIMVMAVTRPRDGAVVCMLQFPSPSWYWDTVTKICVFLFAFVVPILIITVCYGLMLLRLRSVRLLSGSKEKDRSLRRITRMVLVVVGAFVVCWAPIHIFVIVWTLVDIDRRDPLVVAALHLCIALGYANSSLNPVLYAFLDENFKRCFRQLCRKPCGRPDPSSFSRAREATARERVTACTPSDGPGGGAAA
# Mot1-301 SUMO = blocks SUMOylation pathway, rescuing yeast Mot1-301 growth; S. cerevisiae Mot1-301 growth rescue, ATP luminescence, 38.5C; percent above DMSO median, 100 means doubled; growth rescue, % at 18.8 µM; hit rate 1% among 320,000; AID 2716;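 active = every valid replicate shows activation above 250% relative to neutral control wells; inactive = the rest, any valid replicate at or below 250%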;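 also: OY570 slx delta 5 strain wells were the positive control but not used for scaling; some compounds called inactive have numbers as strong as hits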
# PKA-R1A act = PKA-R1A complex activation; P00514+P68181; PKA-R1A dissociation, Cy5-IP20 fluorescence polarization; scaled: DMSO 0%, 113 µM cGMP 100%; activation, % at 11.4 µM; hit rate 0.083% among 340,000;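 active = percent activation above the mean of all tested compounds plus 3 SD, cut at about 19% in these data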;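 also: higher means more PKAc released from R1A so a rise in polarization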
# PfHsp90 yeast 2 = reduces growth (ATP signal) of yeast expressing P. falciparum Hsp90 | inhibition, % at 9.4 µM | hit rate 0.32% among 310,000 | S. cerevisiae expressing PfHsp90, BacTiter-Glo ATP, 48 h; yeast lacking PDR1 and PDR3 efflux regulators;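 active = every replicate shows inhibition above about 80%, whatever the replicate mean, limit read from the data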;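 also: 0% = DMSO neutral controls and 100% = 20 µM radicicol positive controls; yeast relying on Plasmodium falciparum Hsp90 in place of its own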
# OPRM1-OPRD1 ag = OPRM1-OPRD1 heterodimerization agonism; cells, luminescence; hit rate 0.3% among 340,000; P35372+P41143; AID 504326; activation, % at 9.3 µM; in the data active = activation above about 18%;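 also: 0% = vehicle-treated cells and 100% = reference agonist; values of inactives mirror those of a sister screen read the other way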
# HTR5A inv ctr = inverse agonist of human HTR5A in OPRM1-OPRD1 counter-screen. P47898. HTR5A cell line, luminescence, inverse agonism. inhibition, % at 9.3 µM. hit rate 0.083% among 340,000; in the data active = inhibition mostly above about 23%, no sharp cut-off; inactive = mostly below about 18%;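 also: 0% = cells with DMSO and 100% = no-cell wells with DMSO; some compounds called inactive have numbers as strong as hits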
# phage Ecoli inh = E. coli growth loss with phage present; growth absorbance; inhibition, % at 11.9 µM; hit rate 0.26% among 360,000; AID 651602; in the data active = inhibition above about 11%
# E coli growth = reduces bacterial viability in AddAB counter-screen; E. coli V3065 growth, OD600 absorbance, 18 h; hit rate 0.27% among 330,000; inhibition, % at 11.9 µM;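 active = inhibition above the campaign's mean inhibition across all tested compounds plus 3 SD, cut at about 9.9% in these data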;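 also: uninfected addAB+ strain grown without phage in ampicillin broth; 0% = DMSO wells and 100% = ciprofloxacin 0.95 µg/ml wells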
# Numbers without * were called inactive; · = no result given.
(1) Cc1ccc(S(=O)(=O)NNC(=O)c2sc(NS(=O)(=O)c3ccccc3)nc2C)cc1
(2) OCc1ccccc1OCCOc1ccc(Cl)c2cccnc12
(3) CC(C)(C)C(=O)Nc1ccccc1C(=O)NCCCn1ccnc1
(4) COC(=O)[C@]1(Cc2ccccc2)N[C@H](CN(C)C(=O)Nc2ccc(Cl)cc2)[C@@H]2C(=O)N(Cc3ccccc3)C(=O)[C@@H]21
(5) CN(C)S(=O)(=O)c1cccc(NC(=O)c2cc(=O)[nH]c3ccccc23)c1
(6) COc1cccc2sc(/N=C/N(C)C)nc12
(7) O=C(COC(=O)c1ccc(-c2nnc(-c3ccccc3)o2)cc1)c1ccccc1
(8) COc1ccc(NC(=O)C2CCCN2S(=O)(=O)c2ccc3c(c2)CC(C)N3C(C)=O)cc1OC (stereo not given)
(9) Cc1ccc2[nH]c(=O)c(C(c3nnnn3Cc3ccccc3)N3CCc4ccccc43)cc2c1 (stereo not given)
(10) CCc1sc(C(=O)Nc2nc(C)cs2)cc1C

screen / no.,1,2,3,4,5,6,7,8,9,10
PKA-R2B activ,-2,-6,-6,0,6,0,3,-4,-9,-7
Tat export inh,2,-8,-6,-12,9,4,1,5,-9,2
AddAB inh,4.9,0.0,-1.0,2.4,0.7,0.3,3.7,4.4,-0.2,·
MOR-DOR inv ag,-5,3,14,-8,13,11,13,-5,-40,-19
Mot1-301 SUMO,5,6,-3,-3,318,1,7,0,-21,·
PKA-R1A act,3,-13,12,-4,-1,6,8,-4,-8,-18
PfHsp90 yeast 2,-122,-18,-14,3,15,-3,-27,8,-39,20
OPRM1-OPRD1 ag,0.8,-0.5,-2.4,1.7,-2.6,-2.2,-2.6,0.9,7.9,3.5
HTR5A inv ctr,-22,-33,0,6,-2,-23,4,-10,25,-6
phage Ecoli inh,1.9,3.0,2.7,2.5,2.7,1.9,2.2,0.6,0.6,2.3
E coli growth,3.1,-1.5,-0.6,-1.6,2.3,1.5,1.0,0.4,1.8,·

# Reprinted: nos. 3–9
(3) CC(C)(C)C(=O)Nc1ccccc1C(=O)NCCCn1ccnc1
(4) COC(=O)[C@]1(Cc2ccccc2)N[C@H](CN(C)C(=O)Nc2ccc(Cl)cc2)[C@@H]2C(=O)N(Cc3ccccc3)C(=O)[C@@H]21
(5) CN(C)S(=O)(=O)c1cccc(NC(=O)c2cc(=O)[nH]c3ccccc23)c1
(6) COc1cccc2sc(/N=C/N(C)C)nc12
(7) O=C(COC(=O)c1ccc(-c2nnc(-c3ccccc3)o2)cc1)c1ccccc1
(8) COc1ccc(NC(=O)C2CCCN2S(=O)(=O)c2ccc3c(c2)CC(C)N3C(C)=O)cc1OC (stereo not given)
(9) Cc1ccc2[nH]c(=O)c(C(c3nnnn3Cc3ccccc3)N3CCc4ccccc43)cc2c1 (stereo not given)

screen / no.,3,4,5,6,7,8,9
PKA-R2B activ,-6,0,6,0,3,-4,-9
Tat export inh,-6,-12,9,4,1,5,-9
AddAB inh,-1.0,2.4,0.7,0.3,3.7,4.4,-0.2
MOR-DOR inv ag,14,-8,13,11,13,-5,-40
Mot1-301 SUMO,-3,-3,318,1,7,0,-21
PKA-R1A act,12,-4,-1,6,8,-4,-8
PfHsp90 yeast 2,-14,3,15,-3,-27,8,-39
OPRM1-OPRD1 ag,-2.4,1.7,-2.6,-2.2,-2.6,0.9,7.9
HTR5A inv ctr,0,6,-2,-23,4,-10,25
phage Ecoli inh,2.7,2.5,2.7,1.9,2.2,0.6,0.6
E coli growth,-0.6,-1.6,2.3,1.5,1.0,0.4,1.8

# Further entries.
(11) O=c1c2ccccc2nc2ccc(NCc3cccs3)nn12
(12) O=S(=O)(Nc1c(F)cccc1F)c1ccc(Cl)nc1
(13) Cc1nn(C)c(Cl)c1CN1CCCC(CCC(=O)NCc2ccccc2F)C1 (stereo not given)
(14) COc1cc(S(=O)(=O)N2CCOCC2)ccc1NC(=O)COC(=O)c1cc(OC)c(OC)c(OC)c1
(15) O=C(NN1C(=O)c2ccccc2NC1c1ccc([N+](=O)[O-])o1)c1ccc(Br)cc1 (stereo not given)
(16) Cn1cc(/C=C(\NC(=O)c2ccccc2)C(=O)N2CCOCC2)c2ccccc21
(17) CCCC1OC23CCCCC2C(C#N)(C#N)C1(C#N)C(=N)O3 (stereo not given)
(18) Cc1ccc(C(=O)Nc2cccc3ccccc23)cc1
(19) Cc1onc(-c2c(Cl)cccc2Cl)c1C(O)c1ccccc1 (stereo not given)
(20) Cc1cc(C)c(NC(=O)COC(=O)/C=C/c2cccc(C(F)(F)F)c2)c(C)c1

screen / no.,11,12,13,14,15,16,17,18,19,20
PKA-R2B activ,-11,4,-7,-19,-10,-6,-6,6,1,2
Tat export inh,0,-4,-9,-6,-2,-3,-16,4,8,-17
AddAB inh,2.5,0.7,1.9,0.7,3.1,1.7,4.0,0.6,0.2,-0.6
MOR-DOR inv ag,4,-1,4,16,-16,10,5,8,15,9
Mot1-301 SUMO,6,280,5,-9,30,-16,-8,22,82,17
PKA-R1A act,-15,-2,-5,-9,5,-12,-11,4,0,-7
PfHsp90 yeast 2,3,-9,11,-3,-13,18,-1,16,1,-9
OPRM1-OPRD1 ag,-0.8,0.2,-0.7,-4.1,3.2,-1.9,-1.0,-1.6,-3.4,-1.8
HTR5A inv ctr,17,-16,-7,14,-34,-2,-12,-2,-7,-19
phage Ecoli inh,3.4,2.5,0.9,-3.5,4.9,2.1,2.0,0.3,3.0,2.8
E coli growth,2.1,1.7,-2.9,-0.3,1.9,-0.2,1.6,-0.3,-0.7,-0.9

(21) Cc1nn(-c2ccccc2)c(C)c1C(=O)OCC(=O)N(C)c1c(N)n(Cc2ccccc2)c(=O)[nH]c1=O
(22) O=C(NNC(=O)c1cc(-c2ccccc2)nc2ccccc12)Nc1cccc(Cl)c1
(23) CN(CCNC(=O)c1cc2c(=O)n(C)c3ccccc3c2n1C)Cc1ccccc1
(24) CCCCNc1nc2c(-c3ccccc3)nnn2c2ccccc12
(25) Brc1ccc(Cn2c(-c3ccc(Br)o3)nc3ccccc32)o1
(26) O=C(COc1cccc2ccccc12)N/N=C/C=C/c1ccccc1
(27) CCOC(=O)NCC(C)(C)CNC(=O)OCC
(28) CCCn1c(SCC(=O)Nc2nnc(CC)s2)nnc1-c1ccco1
(29) COc1ccc(CCN(Cc2cccs2)S(=O)(=O)c2ccc(C(=O)O)cc2)cc1OC
(30) Cc1ccc(OCCn2c(=O)sc3ccccc32)cc1

screen / no.,21,22,23,24,25,26,27,28,29,30
PKA-R2B activ,2,-4,10,7,-10,-4,-5,-6,-13,-8
Tat export inh,5,-1,-2,-1,7,-13,0,1,16,2
AddAB inh,-0.7,7.0,2.5,1.9,·,-0.4,-1.7,1.5,0.4,2.4
MOR-DOR inv ag,12,9,6,10,-42,-39,9,10,17,-10
Mot1-301 SUMO,-8,5,17,6,·,23,76,61,6,89
PKA-R1A act,-3,-8,0,4,2,5,8,-6,2,5
PfHsp90 yeast 2,13,-23,25,-2,19,20,32,8,18,-8
OPRM1-OPRD1 ag,-2.4,-1.9,-1.2,-1.9,6.1,5.3,-1.7,-1.6,-3.8,2.3
HTR5A inv ctr,-1,4,4,-6,-12,-5,11,-4,-7,10
phage Ecoli inh,-2.1,4.0,-0.1,0.8,1.6,2.9,2.8,2.2,3.8,0.5
E coli growth,0.3,1.3,-0.3,0.4,·,-3.4,-0.6,-0.9,-1.2,0.8

(31) COc1ccc(Cn2nnnc2CN2CCC(c3nc4ccccc4s3)CC2)cc1
(32) O=C(O)c1cc(-c2cccc([N+](=O)[O-])c2)n[nH]1
(33) CCn1cc(C(=O)NCc2ccco2)c(=O)c2ccc(C)nc21
(34) CCCCc1nnc(NC(=O)c2cccc(S(=O)(=O)N3CCN(C)CC3)c2)s1
(35) COc1ccccc1C(=O)Nc1cc2c(cc1C(=O)O)OCCCO2
(36) COC(=O)c1nn(-c2ccc(OC)cc2)c(=O)cc1Oc1cccc(Cl)c1
(37) CCn1ncc(Br)c1C(=O)Nc1sc2c(c1C(N)=O)CCC2
(38) CCOC(=O)C1(CC2CCCCO2)CCN(C(=O)Nc2ccccc2SC)CC1 (stereo not given)
(39) COCCN(CCOC)S(=O)(=O)c1ccc(C(=O)Nc2nc(C)c(C(C)=O)s2)cc1
(40) O=C1c2cc(N3CCCC3)c([N+](=O)[O-])cc2C(=O)N1c1ccccc1

screen / no.,31,32,33,34,35,36,37,38,39,40
PKA-R2B activ,1,-2,-4,-2,-7,-5,-2,-8,0,-7
Tat export inh,8,8,23,5,13,-5,-6,-1,9,14
AddAB inh,3.0,0.2,0.3,0.8,4.2,1.8,0.3,0.5,1.3,2.0
MOR-DOR inv ag,6,3,14,2,-7,-1,6,10,0,-2
Mot1-301 SUMO,-12,-6,7,-3,-2,·,-1,0,8,377*
PKA-R1A act,-12,2,-6,-6,-5,-4,-4,-3,0,-1
PfHsp90 yeast 2,-11,-14,-1,7,-50,-8,-16,11,-4,6
OPRM1-OPRD1 ag,-1.0,-0.7,-2.8,-0.3,0.8,0.1,-1.1,-1.7,-0.1,0.3
HTR5A inv ctr,4,-8,-7,7,-13,0,-2,1,-1,6
phage Ecoli inh,2.8,3.2,3.6,3.4,-1.5,3.5,1.8,3.1,2.7,5.2
E coli growth,-0.6,0.8,0.0,0.6,-2.8,0.2,1.2,-2.6,1.1,-0.6

(41) CC1(C)CC2CC(C)(CN2S(=O)(=O)c2ccc(C(=O)Nc3cccc(S(=O)(=O)N4CCOCC4)c3)cc2)C1 (stereo not given)
(42) Cc1cc(C([O-])=C(C(=S)Nc2ccc(F)cc2)[n+]2ccccc2)c(C)n1-c1ccc(F)cc1
(43) COc1ccc(C2C(C#N)=C(N)OC(C(C)(C)C)=C2C#N)cc1OC (stereo not given)
(44) CC(=O)Nc1ccc(C(=S)NCCCO)cc1
(45) COc1ccc(NC(=S)SC)cc1OC
(46) COCCN(Cc1ccccc1)C(=O)c1cccc(S(=O)(=O)N2CCCc3ccccc32)c1
(47) COC(=O)c1ccccc1NC(=S)N1CCN(c2ccccc2)CC1
(48) CN(Cc1ccc(Cl)s1)C(=O)CNC(=O)CNC(=O)c1ccc(Cl)cc1Cl

screen / no.,41,42,43,44,45,46,47,48
PKA-R2B activ,-10,3,-12,0,-2,4,-6,-7
Tat export inh,0,14,-11,15,-11,7,7,-1
AddAB inh,1.4,·,3.2,-1.0,-0.6,1.2,2.1,1.9
MOR-DOR inv ag,-29,0,19,9,0,-15,10,13
Mot1-301 SUMO,-12,·,-12,12,3,27,9,4
PKA-R1A act,-4,1,20*,-10,0,-8,-3,2
PfHsp90 yeast 2,-21,1,15,-21,18,14,-24,6
OPRM1-OPRD1 ag,5.4,0.1,-3.5,-1.8,-0.1,3.7,-2.1,-3.5
HTR5A inv ctr,-5,8,8,1,9,-1,-5,11
phage Ecoli inh,1.8,3.0,2.2,1.8,3.6,2.1,3.7,1.1
E coli growth,-0.3,·,-0.4,-1.1,-0.2,-2.6,1.0,-2.1
